D3 antag – D3 dopamine receptor (human) antagonism; AID 652054; D3R cells, DiscoveRx beta-arrestin luminescence, antagonist mode; stronger effect = lower value; P35462; 360,000 tested, 2.5% active; max response, negative = inhibition, %; in the data active = max response below about -50%; inconclusive = no clear call, values can overlap the other calls; note: % is set by controls: 0 for no effect and ±100 for the full control effect; mostly tested at two doses, the higher about 12 µM
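Cells expressing the human receptor were seeded at 1500 cells/well, incubated overnight at 37 degrees C in 5% CO2, then exposed to library compounds with dopamine controls for 90 minutes at 37 degrees C before luminescent detection.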
PTHR1 agonist – agonists of human PTHR1 parathyroid hormone receptor | Potency, µM (top dose mostly 115 µM), without a hit: at the highest dose activation, most hits filed as activators | 410,000 tested, 0.075% active | HEK293 GP2 PTHR1 cells, GloSensor cAMP luminescence, 1 h | Q03431; note: potency is the fitted concentration of half-maximal effect; nearly all actives have a fitted effect of over 55% in size; some results filed as inactive show a strong effect at the top dose; inactives centre near -15; many of its hits are not listed in these tables
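HEK-293-derived GP2 cells expressing PTHR1 and a GloSensor cAMP reporter, 3,000/well, plated overnight, given luciferin plus IBMX (each 0.5 mM as added) for 1 h at 37 °C, then compound for 1 h at 37 °C. Luminescence was read after 15 min at room temperature.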
EPAC2 antagonist – EPAC2 (human) antagonism. EPAC2 GEF exchange of Rap1B-BODIPY-GDP, fluorescence. Potency, µM (top dose mostly 114 µM), inactives show top-dose activity, negative = inhibition, hits mostly inhibitors. 360,000 tested, 0.18% active; note: potency is the fitted concentration of half-maximal effect; % is set by controls: 0 for no effect and ±100 for the full control effect; nearly all actives have a fitted effect of over 45% in size; many of its hits are not listed in these tables
Target sequence (Q8WZA2 whole entry, looked up): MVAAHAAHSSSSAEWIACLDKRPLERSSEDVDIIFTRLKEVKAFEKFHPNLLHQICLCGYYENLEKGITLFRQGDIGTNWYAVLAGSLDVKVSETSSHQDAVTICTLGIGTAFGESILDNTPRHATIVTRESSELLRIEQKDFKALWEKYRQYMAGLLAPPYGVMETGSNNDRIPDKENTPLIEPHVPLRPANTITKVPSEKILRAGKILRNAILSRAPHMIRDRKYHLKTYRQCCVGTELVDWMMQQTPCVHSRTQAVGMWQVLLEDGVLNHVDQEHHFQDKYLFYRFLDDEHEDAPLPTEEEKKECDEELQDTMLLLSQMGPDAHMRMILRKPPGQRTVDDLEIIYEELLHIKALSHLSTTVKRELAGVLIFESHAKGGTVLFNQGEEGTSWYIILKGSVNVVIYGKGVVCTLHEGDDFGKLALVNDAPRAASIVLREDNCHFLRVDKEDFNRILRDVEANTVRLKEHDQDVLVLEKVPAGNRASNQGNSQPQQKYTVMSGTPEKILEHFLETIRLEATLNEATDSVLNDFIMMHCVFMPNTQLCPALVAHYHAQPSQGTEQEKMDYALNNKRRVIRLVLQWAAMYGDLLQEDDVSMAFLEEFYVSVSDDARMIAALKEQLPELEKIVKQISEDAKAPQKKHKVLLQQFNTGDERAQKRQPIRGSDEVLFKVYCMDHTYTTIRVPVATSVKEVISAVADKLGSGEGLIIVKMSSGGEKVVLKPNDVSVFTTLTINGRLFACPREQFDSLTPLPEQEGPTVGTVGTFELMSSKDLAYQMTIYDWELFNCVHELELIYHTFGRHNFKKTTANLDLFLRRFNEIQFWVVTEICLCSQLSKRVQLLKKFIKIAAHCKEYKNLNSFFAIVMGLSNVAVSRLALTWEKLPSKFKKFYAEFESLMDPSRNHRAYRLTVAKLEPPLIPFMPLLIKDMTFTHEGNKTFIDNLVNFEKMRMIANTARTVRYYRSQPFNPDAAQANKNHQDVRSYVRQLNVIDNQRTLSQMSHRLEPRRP
Mm-Cpn inhibitor – M. maripaludis TRiC chaperonin inhibition | purified Mm-Cpn ATPase, ADP Transcreener TR-FRET | Potency, µM (titrated, usually from 76.9 µM), inactives show at the top dose activity, negative = inhibition, actives largely listed as inhibitors | 330,000 tested, 0.031% active | AID 504842; note: potency is the fitted concentration of half-maximal effect; % is set by controls: 0 for no effect and ±100 for the full control effect; nearly all actives have a fitted effect of over 80% in size
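Quantitative HTS used 25 nM Mm-CPN and 10 uM ATP in magnesium/KCl Tris buffer, pH 7.4, with 1 mM DTT. Hydrolysis ran 30 min at 37°C; ADP was read by HTRF.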
pAkt inh – Akt phosphorylation inhibition | Neuro2A IGF-stimulated pAkt S473 HTRF, 20 min; stronger effect = lower value | activity change, % for hits at 50 µM | 360,000 tested, 0.32% active | AID 651550; in the data active = activity change below about -80%; inconclusive = mostly about -51% to -80%; note: % is set by controls: 0 for no effect and ±100 for the full control effect
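Neuro2A cells in DMEM with 0.5% FBS, overnight at 37 deg C, given compound at single 50 µM final, then IGF (6 nM final) for 20 min at 37 deg C. Lysed; phospho-Akt Ser473 by HTRF after 24 h, 665/615 ratio.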
EPAC2 ag – EPAC2 (human) agonism; EPAC2 activation, biochemical qHTS; response scale: 100% = 6.5 mM cAMP response; Q8WZA2; 360,000 tested, 0.079% active; Potency, µM (titrated, usually from 154 µM), for inactives: at the top dose activation, usual class: activators; note: potency is the fitted concentration of half-maximal effect; nearly all actives have a fitted effect of over 50% in size
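Compounds were titrated in qHTS against a Rap1B-BODIPY-GDP (250 nM) complex with EPAC2 (100 nM) and GDP (50 uM). BODIPY-GDP release tracked at 480/540 nm over 30 min at room temperature, normalized to 6.5 mM cAMP.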
CCT chaperon mod – changes cytosolic chaperonin activity; purified chaperonin ATPase assay, HTRF ADP detection, 30 min; activity change, % (test concentration not listed), hits read low; AID 651819; 360,000 tested, 0.3% active; in the data active = activity change below about -30%; note: % is set by controls: 0 for no effect and ±100 for the full control effect
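TRiC (40 or 20 nM final, by batch activity) in 30 mM Tris pH 7.4, 100 mM KCl, 5 mM MgCl2, 1 mM DTT was treated with compound at 76 uM single dose, then 10 uM ATP, 30 min at 37 °C. ADP was read by HTRF Transcreener.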
D3 ag – activates the human D3 dopamine receptor. D3R DiscoveRx beta-arrestin cells, luminescence, 90 min. P35462. 410,000 tested, 0.58% active. max activation, %; in the data active = max activation above about 30%; note: 0% is about no effect; mostly tested at two doses, the higher about 12 µM
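Agonist mode: compounds and dopamine controls were applied to plated cells for 90 min at 37 degrees C after an overnight attachment at 1500 cells/well. Luminescent read-out followed 30 - 60 minutes at room temperature with DiscoveRx detection reagent.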
Numbers without * were called inactive; i = inactive; ? = inconclusive; . = not tested or not shown; [ ] = remark or other dose. Unless noted, calls come from the whole dose curve; as a rule, active = well fitted curve in the direction sought with a large enough effect; inconclusive = small, poorly fitted or top-dose-only effect, or another doubt; inactive = no such curve, though single readings can be large; an effect the other way counts as inactive or inconclusive.

structure	D3 antag	PTHR1 agonist	EPAC2 antagonist	Mm-Cpn inhibitor	pAkt inh	EPAC2 ag	CCT chaperon mod	D3 ag
COc1ccc(NC(=O)N(C)C[C@H]2Oc3ccc(NS(=O)(=O)c4cccs4)cc3C(=O)N([C@@H](C)CO)C[C@@H]2C)cc1	-12	-3%	11%	-1%	i	2%	-2.6	3
COc1cc(NC(=O)CCN2CCOCC2)cc(OC)c1	16	i	-2%	-1%	i	0%	-0.6	6
C#CCOCCOCCOCCNc1nc(N2CCN(C(=O)[C@H]([C@@H](C)CC)n3cc([C@@H](N)CC(C)C)nn3)CC2)nc(N2CCN(C(=O)[C@H](Cc3ccc(O)cc3)n3cc([C@@H](N)C(C)CC)nn3)CC2)n1 (stereo not given in full)	-50*	-6%	-5%	.	i	10%	-1.8	-74
COc1ccc(NC(=S)N2CCCC2)cc1OC	?	i	6%	1%	i	0%	1.3	-4
COc1ccc(CNc2ccc(S(N)(=O)=O)cc2)cc1	3	i	4%	0%	i	1%	2.8	3
CCCC(=O)Nc1cc2c(cc1C(=O)c1ccccc1)OCCO2	-2	i	-5%	?	i	-4%	-1.4	6
CC1(C2CC2)NC(=O)N(CC(=O)N2CCN(c3ccc(F)cc3)CC2)C1=O (stereo not given)	17	i	8%	0%	i	-4%	0.2	-3
C=CCNC(=O)Cn1nnc(-c2ccc(-c3ccc(OC)cc3)cc2)n1	4	-2%	10%	-7%	i	9%	-1.1	3
CCN(C(=O)Cn1c(=O)oc2ccccc21)C1CCS(=O)(=O)C1 (stereo not given)	1	i	-4%	-1%	i	-6%	-0.2	2
CSc1nc2c(ccc3ccccc32)o1	27	-12%[57.5 µM]	-2%	-5%	i	9%	0.4	1
CCCCN(CCCC)S(=O)(=O)c1ccc(NC(=O)CN2CCOCC2)cc1	12	-5%[57.5 µM]	2%	1%	i	-4%	-0.9	-4
CCN(CCn1cccn1)C(=O)C1CCC(=O)N(CCN2CCOCC2)C1 (stereo not given)	-14	-21%	-1%	3%	i	9%	-1.0	-8
COc1ccc(CCC(=O)Nc2cc(S(=O)(=O)N3CCOCC3)ccc2OC(C)C)cc1	-9	i	1%	0%	i	17%	-1.4	-1
COc1cccc(CCNC(=O)C2CCC(=O)N(C3CC3)C2)c1OC (stereo not given)	-3	i	4%	3%	i	3%	-0.1	3
COc1ccc(CN2C(CC(=O)Nc3cccnc3)c3ccc(C(F)(F)F)cc3S2(=O)=O)cc1 (stereo not given)	32	-19%	-16%	-11%	i	2%	-1.7	4
N=c1n(CCO)c2ccccc2n1CCOc1ccccc1	18	-2%[57.5 µM]	10%	-1%	i	0%	1.3	-1
COc1ccc(C(=O)OCC(=O)NC2CCCCCCC2)cc1OC	74	-60%[inhibitor]	-4%	2%	i	2%	1.0	6
COCCCNC(=O)C[C@H]1C[C@H](C(=O)N2CCCCC2)[C@@]2(C)c3[nH]c4cc(-c5ccco5)ccc4c3CCN2C1=O	-1	i	1%	-4%	i	3%	-0.3	4
COC(=O)c1ccccc1NC(=O)C1CCN(C(=O)N2CCOc3ccccc32)CC1	5	i	-4%	0%	i	1%	1.2	4
Cc1ccc(-c2cnc3c(Nc4cccc(OC(F)(F)C(F)F)c4)nccn23)cc1	20	-45%[inhibitor]	18%	.	i	2%	-4.1	1

Record cards (already shown). Order of screens: D3 antag | PTHR1 agonist | EPAC2 antagonist | Mm-Cpn inhibitor | pAkt inh | EPAC2 ag | CCT chaperon mod | D3 ag
CCCC(=O)Nc1cc2c(cc1C(=O)c1ccccc1)OCCO2 reads -2 | i | -5% | ? | i | -4% | -1.4 | 6
COc1cccc(CCNC(=O)C2CCC(=O)N(C3CC3)C2)c1OC (stereo not given) reads -3 | i | 4% | 3% | i | 3% | -0.1 | 3

Other results follow.
structure	D3 antag	PTHR1 agonist	EPAC2 antagonist	Mm-Cpn inhibitor	pAkt inh	EPAC2 ag	CCT chaperon mod	D3 ag
CCc1nn(CC(=O)NCCCN(C)Cc2ccccc2)c(=O)c2cc3sc(C)cc3n12	-24	i	2%	-1%	i	-3%	-1.1	-7
COC(=O)N/N=C(\C)c1ccco1	2	i	3%	4%	i	6%	1.2	-1
CCN(CC)CC#CC(OC)(c1ccccc1)c1ccccc1	?	-8%	40µM*	1%	i	6%	-4.0	-29
CSCCC(NS(=O)(=O)c1ccc2[nH]c(=O)c(=O)[nH]c2c1)C(=O)O (stereo not given)	4	-22%	12%	-2%	i	0%	-0.8	-3
CCOC(=O)c1[nH]cnc1C(=O)N1CCN(C(=O)OC(C)(C)C)CC1	10	2%	8%	-1%	i	4%	1.2	-17
CCn1cnc2cc([N+](=O)[O-])ccc21	-12	15%	-5%	-1%	i	0%	3.2	4
COc1ccccc1NC(=S)NCc1ccc(F)cc1	-14	-25%	5%	-1%	i	15%	-1.9	2
CC1(C)CC(=O)c2cnn(-c3nc4ccccc4[nH]3)c2C1	-11	-13%	8%	-1%	i	9%	1.3	5
CCCc1nc2ccccc2c(C(=O)OCC(=O)Nc2c(C)n(C)n(-c3ccccc3)c2=O)c1CC	3	-17%	9%	2%	i	-23%	-1.1	2
O=S(=O)(Nc1ccc(O)c2ccccc12)c1cccs1	-5	i	-12%	-2%	i	4%	0.2	-11
CN(C(=O)c1ccc2c(c1)OCCO2)c1c(N)n(Cc2ccccc2)c(=O)[nH]c1=O	7	i	4%	1%	i	1%	-0.1	4
Cc1ccccc1-c1nc2ccccc2c(=O)n1/N=C/c1ccc([N+](=O)[O-])cc1	-21	-5%	-10%	.	i	3%	1.2	-4
Cc1nc(NCCc2ccccc2)sc1C(=O)O	-4	-8%	6%	?	i	-4%	-0.1	-5
N#Cc1ccc(C(=O)NCCCSc2ccccc2)cc1	10	i	-1%	1%	i	-3%	-0.4	-8
CCc1nnc(NC(=O)CCC(=O)NCCc2ccccc2)s1	4	i	4%	0%	i	2%	-0.4	4
CCOC(=O)c1ccc(NC(=O)[C@@H](NC(N)=O)C(C)C)cc1	3	-3%	-8%	-1%	i	11%	2.1	0
Cc1cc2ncc(-c3ccc(Cl)cc3)c(N)n2n1	-1	-20%	-9%	2%	i	7%	-1.5	-2
COc1ccc(-c2cc(C(=O)Nc3c(F)cc(F)cc3Br)no2)cc1	0	-9%	5%	?	i	11%	-2.5	1
CCc1noc(C)c1C(=O)Nc1nc(-c2ccccc2)cs1	22	-10%	-10%	0%	i	18%	0.3	-10
CCOC(=O)c1c(Nc2ccccc2N)cc(C)nc1C	-5	?	-19%	-1%	i	-2%	-0.5	-2

Further results follow.
structure	D3 antag	PTHR1 agonist	EPAC2 antagonist	Mm-Cpn inhibitor	pAkt inh	EPAC2 ag	CCT chaperon mod	D3 ag
CCOc1ccccc1-n1nnnc1SCC(=O)OC	9	-2%	-9%	3%	i	6%	-4.4	2
CCN(CC(=O)Nc1ccccc1OC)C(=O)CC1CCCC1	1	i	6%	1%	i	3%	-0.2	-1
Nc1[nH]c(C(=O)c2ccccc2)c(-c2ccc(F)cc2)c1C(=O)NCCc1c[nH]c2ccccc12	18	i	5%	.	i	18%	-2.2	7
CCOC(=O)c1cc2c(=O)n3ccccc3nc2n(Cc2ccc(Cl)cc2)c1=N	2	i	15%	.	i	-25%	-1.1	1
O=C(c1cc(C2CC2)nn1-c1ccccc1)N1CCN(S(=O)(=O)c2ccccc2)CC1	-7	-12%	2%	-1%	i	3%	-0.6	-32
O=C1CSC(=Nc2ccccc2Cl)N1	-28	27%[57.5 µM]	-2%	-3%	i	2%	2.3	-7
Cc1cnn(-c2nc(-c3cccs3)cc(C(F)(F)F)n2)c1	23	-27%	-6%	-2%	i	10%	-4.3	17
CCOc1ccc2nc(SCC(=O)NCc3ccc(S(N)(=O)=O)cc3)sc2c1	-1	-17%	6%	-1%	i	17%	-3.6	5
CCOC(=O)CSc1nnc(NC(=O)CN2CCN(C=O)CC2)s1	6	-6%	-3%	0%	i	-5%	-2.3	8
Cc1ccc(N2CCN(S(=O)(=O)c3ccc4oc(=O)ccc4c3)CC2)c(C)c1	-11	-21%	-7%	0%	i	1%	1.3	-6
Cc1ccc(C(C(=O)NC2CCCC2)N(Cc2ccc3c(c2)OCO3)C(=O)Cc2cccs2)cc1 (stereo not given)	-1	i	-2%	1%	i	-1%	-1.6	-6
CCOc1ccccc1NC(=O)C1COc2ccccc2O1 (stereo not given)	0	-34%[inhibitor]	?	-1%	i	19%	1.3	0
COc1cc(CN2CCC(C(=O)NC(c3ccc(-c4ccccc4)cc3)c3cnccn3)CC2)cc(OC)c1 (stereo not given)	-54*	-20%	-9%	.	i	16%	0.6	-10
O=C(NCc1ccc2c(c1)OCO2)c1ccncc1	-13	i	3%	-2%	i	-5%	0.0	27
COc1ccc(C(=O)NC(C)c2ccc(-n3ccnc3)cc2)c(OC)c1 (stereo not given)	6	-29%	2%	.	i	1%	0.7	-11
COc1ccc(S(=O)(=O)N2CCCC(C(=O)N3CCOCC3)C2)cc1OC (stereo not given)	4	-9%	3%	-1%	i	-1%	-0.5	16
CCOC(=O)c1cccnc1SC(CC)C(=O)NCc1ccco1 (stereo not given)	8	-17%[57.5 µM]	-1%	-1%	i	7%	-0.3	9
Cc1ccc(C(=O)NC2CCCN(c3ccc(C(F)(F)F)cn3)C2)cn1 (stereo not given)	-1	i	1%	2%	i	-10%	-2.4	1
Cc1cc(=O)oc2cc(OCC(=O)N3CCCC3)ccc12	?	12%	9%	0%	i	6%	-4.8	-2

Screening data: PubChem, National Center for Advancing Translational Sciences (NCATS)

The list is partial. The share of hits here may be higher or lower than overall.
